TAG inh = triacylglycerol accumulation inhibition. H9c2 cells, Nile Red lipid (TAG) fluorescence; cells loaded with 200 µM oleic acid. inhibition, % at 12.5 µM. hit rate 0.66% among 230,000. AID 651582;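 active = pattern-corrected inhibition of lipid staining of at least 50% with the nuclear-stain viability signal not falling by more than 50%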;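 note: 0% = DMSO wells and 100% = triacsin C control wells; some results filed as inactive read as strong as hits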
TAG inh DAPI viability = second read-out of TAG inh, no call of its own (marks repeat the call); DAPI nuclei signal change (viability), lower = more cytotoxic, %;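 whole-well DAPI fluorescence read on a plate reader as a viability signal; minus 50 percent equals half of cells still viable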
Starred values were filed as active, the others as inactive. Not all compounds are listed. The share of hits here may be higher or lower than overall.

SMILES	TAG inh	TAG inh DAPI viability
NC(=O)COC(=O)c1ccccc1OCc1ccccc1	-13	-4
COc1ccc(C(C)(O)c2nc(-c3csc4ccccc34)cs2)cc1 (stereo not given)	-6	0
Cc1nn(CC(=O)OCC(=O)NCCc2ccc(S(N)(=O)=O)cc2)c(C)c1[N+](=O)[O-]	4	-3
O=Cc1ccc(OCc2cn3ccccc3n2)cc1	-1	7
CC(Sc1nnc(N)s1)C(=O)Nc1ccc2c(c1)OCO2 (stereo not given)	5	1
O=C(COC(=O)c1ccc(Cl)nc1)Nc1ccccc1OC(F)F	-6	7
O=C(NC1CCCCCC1)c1ccc2c(=O)n3c(nc2c1)CCCCC3	11	-2
O=c1cc(N2CCc3ccccc32)[nH]c(=O)n1-c1ccc(Br)cc1	4	13
O=C(c1ccc(Cl)c(S(=O)(=O)N2CCCCCC2)c1)N1CCOCC1	10	5
Cc1ccnc2nc(C(=O)OCC(=O)c3ccccc3)nn12	6	1
COc1ccc(/C=N/NC(=O)c2ccoc2C)cc1COc1c(C)cccc1C	33	-3
COc1cccc(CN(C)CCCn2cnc3c(SC)ncnc32)c1	1	2
CC(=O)N(C)c1ccc(NS(=O)(=O)c2cccc3nsnc23)cc1	24	-17
CN(c1ccccc1)S(=O)(=O)c1ccc(Cl)c(C(=O)Nc2ccccc2N2CCOCC2)c1	8	2
O=C(NCCCN1CCOCC1)C1(c2ccccc2)CCCC1	10	-4
CC1CC(=O)Nc2ccccc2N1C(=O)Nc1ccc(F)cc1 (stereo not given)	2	2
NS(=O)(=O)c1ccc(NC(=O)COC(=O)CCC2CCCC2)cc1	-3	4
COc1cc(C)nc(OCCNS(=O)(=O)c2cc(C)ccc2C)n1	-21	2
O=C(Nc1cccs1)Nc1nnc([C@@H]2C[C@H](O)[C@@H](CO)O2)s1	15	-1
CCC1CCCCN1CC(=O)Nc1ccc2c(c1)OCCO2 (stereo not given)	-5	-1
COc1ccc(NC(=O)COC(=O)c2ccc(Br)o2)cc1OC	2	-6
C#CCN1C=CC(=O)[C@@H](OC(=O)Nc2ccccc2Br)[C@H]1c1ccccc1Br	-26	2
CCc1nccn1S(=O)(=O)c1ccc(OC)c(OC)c1	7	-14
CN(C)S(=O)(=O)c1cccc(-c2nnc(SCC(=O)NCCCCCC(=O)O)n2-c2ccc(F)cc2)c1	12	-7
CCOC(=O)c1c(C)[nH]c(C(=O)C(C)OC(=O)c2oc3ccccc3c2COC)c1C (stereo not given)	-16	7
CC1(C)OC2OC3C(CNCCO)OC(c4ccccc4)OC3C2O1 (stereo not given)	-2	6
COc1cccc(CNC(=O)C2CCCN(c3nn4c(=O)cc(C)nc4s3)C2)c1OC (stereo not given)	-5	-8
CNC(=O)C(=O)N1CCC2(CC1)OCCN2S(=O)(=O)c1ccc(C)cc1	6	1
Cc1cccc(NC(=O)COC(=O)c2c(-c3ccccc3)noc2C)c1	-6	1
COc1ccccc1-c1sc2cc3c(cc2c1C#CC1(O)CCCCC1)OCO3	-14	4
Cn1cc(-c2coc3c(C(=O)NCc4cccnc4)cccc23)cn1	9	8
CCOC(=O)c1cc2c(ccn2C)n1Cc1ccc(C#N)cc1	10	11
Cc1noc(C)c1COc1ccc(C(=O)OCC(=O)Nc2ccc(C(=O)N(C)C)cc2)cc1	6	-7
CC#CCN1c2ccccc2[C@]23C[C@@H](C(=O)OC)N(C(C)=O)C2=NC(C(=O)OC)=C(C(=O)OC)[C@H]13	3	-8
COc1cccc(/C=N/N2CCN(c3ccncc3S(=O)(=O)N3CCCCC3)CC2)c1	-1	15
CCOc1ccccc1NC(=O)C1C(c2ccccc2)C1(Cl)Cl (stereo not given)	-41	-3
OC(COCc1ccccc1)CN1CCN(Cc2ccc3c(c2)OCO3)CC1 (stereo not given)	-7	3
Cc1ccsc1/C=N/NC(=O)CN1CCN(Cc2ccccc2)CC1	9	-2
COc1cccc(C2N(c3ccccn3)C(=O)C3CCCN32)c1OC (stereo not given)	-1	-5
COC(=O)c1scc(S(=O)(=O)c2ccccc2)c1N	-13	10
O=C1C=C(NCc2ccccc2)c2ccccc2C1=O	0	-2
Cc1nn(C)c(C)c1-c1c(C#N)c(N)nc2c1CCCCCC2	-18	6
O=C(COc1ccc(S(=O)(=O)NC2CCCC2)cc1)N1CCCCC1	-13	2
COCCNC(=S)N(CCCN(C)C)Cc1cc2cc3c(cc2[nH]c1=O)OCCO3	6	6
CC1=C(C(=O)N2CCCC(C(=O)c3cccc4ccccc34)C2)OCCO1 (stereo not given)	4	-5
C=CCN(CC=C)CC(=O)Nc1ccc(S(N)(=O)=O)cc1	-11	7
O=C(CCCl)N1CCCC2(CCCCC2)C1	2	2
CCOc1ccccc1-c1cc(-c2ccccc2)nc2c1c(=O)n(C)c(=O)n2C	13	-10
CCOC(=O)c1c(/N=C/C2C(=O)CC(C)(C)CC2=O)sc2c1CCCC2	9	-9
COc1ccccc1CCc1nnc(CCC(=O)NCCC2CCCCO2)o1 (stereo not given)	12	-1
CC(=O)N(C)c1ccc(N=NC2C(=O)N(C(N)=S)N=C2C)cc1 (stereo not given)	6	-5
C/C(=N\NC(=O)c1ccc2c(c1)OCCO2)c1ccccc1	12	-6
CCN(c1ccccc1)S(=O)(=O)c1cc(C(=O)Nc2ccc(Br)cc2)ccc1F	-5	8
O=C(Nc1ccccc1Cl)N1CCN(c2ccc3nnc(-c4ccccc4)n3n2)CC1	-1	-3
Cc1c(/N=C/c2ccco2)n(Cc2ccccc2)c2ccccc12	1	4
Cc1[nH]c(=O)[nH]c(=O)c1S(=O)(=O)N1CCCC(C(=O)NCCC2=CCCCC2)C1 (stereo not given)	-3	-6
Cc1ccc(N2C(=O)N(c3ccc(C)cc3)C3CS(=O)(=O)CC32)cc1 (stereo not given)	0	5
COc1ccc(-c2nc(CS(=O)(=O)CC(=O)NCc3cccc(Br)c3)c(C)o2)cc1	-33	8
O=C(Nc1cnccn1)c1ccc(F)cc1Cl	10	-2
C#CC[N+]1(CC#Cc2ccccc2)CCOCC1	-9	-4
Later entries:
SMILES	TAG inh	TAG inh DAPI viability
N/C(=N\OS(=O)(=O)c1ccc(Cl)cc1)c1ccccn1	10	-6
Cc1nnsc1C(=O)NNc1ccc(C(C)C)cc1	-5	4
CC1CCCCN1CCNS(=O)(=O)c1ccc2c(c1)oc(=O)n2C (stereo not given)	-10	2
CCC(C)C(NC(=O)C1CCC(C)CC1)C(=O)NC(CCSC)C(=O)OC (stereo not given)	9	6
CCc1c(-c2ccccc2)nc2nc(C)c(C)nn12	12	8
FC(F)(F)c1cccc(Cn2c3[n+](c4ccc(C(F)(F)F)cc42)CCCCC3)c1	11	3
COc1ccc(CN(C)C(=O)c2ccc(Cl)c(S(=O)(=O)NCc3cccnc3)c2)cc1F	-7	0
Cc1cc(C)nc(SCCn2c(N3CC(C)OC(C)C3)nc3c2c(=O)n(C)c(=O)n3C)n1 (stereo not given)	-7	7
CC[C@]12c3[nH]c4ccc(Cl)cc4c3CCN1C(=O)[C@@H](CC(=O)NCCC1=CCCCC1)C[C@@H]2C(=O)N1CCN(C(=O)c2ccco2)CC1	11	-15
Cc1ccc(NC(=O)c2cc([N+](=O)[O-])ccc2Cl)c(O)c1	1	5
Cc1cc(OCC(=O)Nc2ccc(Br)cc2)cc2c1C(=O)CC(C)(C)O2	-12	3
Cc1cccc(NC(=O)NC2CCCc3ccccc32)c1 (stereo not given)	23	-24
COCC(=O)OC/C(O)=C(\C#N)c1nc2ccccc2[nH]1	-14	4
O=C(c1cccc(S(=O)(=O)N2CCN(c3ccccc3)CC2)c1)N1CCN(c2ccccc2O)CC1	8	-1
Cc1[nH]n(-c2ccccc2)c(=O)c1C(C[N+](=O)[O-])c1ccc(Br)cc1 (stereo not given)	-9	-3

For reference, some entries already given.
SMILES	TAG inh	TAG inh DAPI viability
COc1ccc(-c2nc(CS(=O)(=O)CC(=O)NCc3cccc(Br)c3)c(C)o2)cc1	-33	8
O=C(Nc1cnccn1)c1ccc(F)cc1Cl	10	-2
C#CC[N+]1(CC#Cc2ccccc2)CCOCC1	-9	-4
N/C(=N\OS(=O)(=O)c1ccc(Cl)cc1)c1ccccn1	10	-6
Cc1nnsc1C(=O)NNc1ccc(C(C)C)cc1	-5	4
CC1CCCCN1CCNS(=O)(=O)c1ccc2c(c1)oc(=O)n2C (stereo not given)	-10	2
CCC(C)C(NC(=O)C1CCC(C)CC1)C(=O)NC(CCSC)C(=O)OC (stereo not given)	9	6
CCc1c(-c2ccccc2)nc2nc(C)c(C)nn12	12	8
FC(F)(F)c1cccc(Cn2c3[n+](c4ccc(C(F)(F)F)cc42)CCCCC3)c1	11	3
COc1ccc(CN(C)C(=O)c2ccc(Cl)c(S(=O)(=O)NCc3cccnc3)c2)cc1F	-7	0
Cc1cc(C)nc(SCCn2c(N3CC(C)OC(C)C3)nc3c2c(=O)n(C)c(=O)n3C)n1 (stereo not given)	-7	7
CC[C@]12c3[nH]c4ccc(Cl)cc4c3CCN1C(=O)[C@@H](CC(=O)NCCC1=CCCCC1)C[C@@H]2C(=O)N1CCN(C(=O)c2ccco2)CC1	11	-15
Cc1ccc(NC(=O)c2cc([N+](=O)[O-])ccc2Cl)c(O)c1	1	5
Cc1cc(OCC(=O)Nc2ccc(Br)cc2)cc2c1C(=O)CC(C)(C)O2	-12	3
Cc1cccc(NC(=O)NC2CCCc3ccccc32)c1 (stereo not given)	23	-24
COCC(=O)OC/C(O)=C(\C#N)c1nc2ccccc2[nH]1	-14	4
O=C(c1cccc(S(=O)(=O)N2CCN(c3ccccc3)CC2)c1)N1CCN(c2ccccc2O)CC1	8	-1
Cc1[nH]n(-c2ccccc2)c(=O)c1C(C[N+](=O)[O-])c1ccc(Br)cc1 (stereo not given)	-9	-3

(continued)
SMILES	TAG inh	TAG inh DAPI viability
COc1ccc(-c2cc3nc(-c4ccccc4)cc(N4CCN(C(=O)c5ccoc5)CC4)n3n2)cc1	39	72
CN(CC(=O)N1CCCCC1)S(=O)(=O)c1ccc(Cl)cc1	14	-2
O=C(Nc1ccc2c(c1)OCO2)c1ccc2sc([C@@H]3O[C@H](CO)[C@@H](O)[C@H]3O)nc2c1	9	1
CC(O)(c1ccc(F)c(F)c1)c1nc(-c2cc3ccccc3o2)cs1 (stereo not given)	-1	-1
CN1CCN(c2ccc(-c3cc(NC=O)c4ncc(-c5ccc(F)cc5)n4c3)cc2)CC1	10	11
Oc1cc2c(cc1CN1CCc3ccccc3C1)OCO2	16	-1
Nc1nnc(-c2cn(-c3ccccc3)nc2-c2ccc(Cl)cc2)o1	15	3
Cc1cc(SC#N)cc(C)c1NC(=O)CCl	8	7
CCN(CC)S(=O)(=O)c1ccc2c(c1)N(CC(=O)Nc1cccnc1Cl)C(=O)CO2	10	4
Fc1ccc(C(CCNCc2cccs2)c2ccco2)cc1 (stereo not given)	15	-2
CCOC(=O)c1cc2sc(C)cc2n1CC(=O)N(CC)CC	7	-11
Cc1cc(C(C)(C)C)cc(C)c1COC(=O)CN1C(=O)NC2(CCCC2)C1=O	4	3
Cc1nc2sc(C)c(C)c2c(=O)o1	14	-7
O=C(NNS(=O)(=O)c1ccc(F)cc1)C1CC(c2cccnc2)=NO1 (stereo not given)	-16	14
CC(=O)c1ccc(-c2cnc3c(NC=O)cc(-c4ccc(S(C)(=O)=O)cc4)cn23)cc1	27	-11
O=C(CCN=C1NS(=O)(=O)c2ccccc21)NCc1ccccc1F	-31	2
O=c1cc(CSc2ccc([N+](=O)[O-])cc2)nc2sccn12	13	0
COc1ccccc1COC(=O)C(NC(=O)c1ccc(C)cc1)C(C)C (stereo not given)	27	1
COCCCNC(=S)N1CCCN(c2nc3c(C)c(C)ccc3cc2C#N)CC1	-8	11
CC(C)Nc1ccc(C(CC(N)=O)NC(=O)Cc2cccc3ccccc23)cc1[N+](=O)[O-] (stereo not given)	6	-1
CNc1snc(C)c1C(=O)OCC(=O)NCc1ccccc1OC	-29	2
CCOC(=O)c1ccc(N=c2ssnc2Cl)cc1	9	-16
Cc1ccc(C(C)C)cc1OCC(=O)N1CCN(C(=O)c2ccco2)CC1	-27	2
CCOc1ccc(OCCC(=O)OCC(=O)NC2CC2)cc1	8	1
Cc1cccnc1-n1c(CCN2C(=O)c3ccccc3C2=O)nc2ccccc2c1=O	-2	2
Cc1ccc(-c2nc(CN(C)C3CCOCC3)c(C)o2)s1	-6	7
COc1cc(C=C(C(C)=O)C(C)=O)ccc1O	4	4
CCS(=O)(=O)N1CCC(C(=O)Nc2cc(Cl)ccc2O)CC1	6	-19
CC(=O)NCCc1ccc(C(=O)COC(=O)c2cc(C)oc2C)cc1	-38	10
CCC1CCCCN1Cc1ccc(N)cc1 (stereo not given)	-3	3
Cc1ccc(C(C)C)c(OCc2nc(-c3nonc3N)no2)c1	7	7
COc1ccccc1NC(=O)N1CCN(C(=O)Nc2ccccc2OC)CC1	2	-9
CCN(CC)CCN1C(=O)c2oc3ccc(F)cc3c(=O)c2C1c1ccncc1 (stereo not given)	-76	-5
Cc1ccc(NC(=O)CN2C(=S)NC(C)(C)CC2C)cc1Cl (stereo not given)	-25	0
COc1cc(C)c(NC(=O)C(=S)N2CCCC2)cc1C	-7	1
CC(=O)N(C(C)=O)c1ccc2c(c1)OCCO2	7	-3
COc1cccc(NC(=S)NC(=O)c2cncc(Br)c2)c1	1	5
Cc1cc([N+](=O)[O-])nn1Cc1ccc(C(=O)N/N=C/c2ccc(N(C)C)cc2)cc1	2	-2
COc1ccc(CNC(=O)c2c(C)cc(=O)oc2C)cc1	8	-15
CCC(=O)Nc1cccc(NC(=S)NC(=O)Cc2ccccc2)c1	-11	-4
N/C(=N\OC(=O)c1ccccc1)C(C(=O)NOC(=O)c1ccccc1)C1CCCCC1 (stereo not given)	13	-5
CS(=O)(=O)c1ccc(Cl)c(NC(=O)C2CCCCN2S(=O)(=O)c2ccccc2)c1 (stereo not given)	9	-12
CN1CCN(c2nc3ccccc3nc2NS(=O)(=O)c2ccc(Br)cc2)CC1	3	11
COCCN(C(=O)COC(=O)/C=C/c1ccc(SC)cc1)c1c(N)n(Cc2ccccc2)c(=O)[nH]c1=O	0	9
COCCn1nnnc1C(c1cccc(C(F)(F)F)c1)N1CCOCC1 (stereo not given)	5	1
CC(=O)Nc1ccc(NC(=O)[C@@H]2CCCN2S(=O)(=O)c2ccc3c(c2)OCCO3)cc1	-11	4
